# SR-BI DiI-HDL act – SR-BI HDL lipid transfer activation; CHO ldlA[mSR-BI] cells, DiI-HDL uptake fluorescence, 3 h; 100 = double the neutral-control signal; activation, % at 12.5 µM; actives 0.096% (n = 320,000); AID 504775;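 active = mean replicate activation of at least 60% and every replicate at or above 60%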;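 note: 0% = median plate neutral-control signal and 100% = twice that signal; values of inactives mirror those of a sister screen read the other way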
#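 System: LDL receptor-deficient CHO ldlA cells overexpressing murine SR-BI | Timing: 3 h uptake period with compound, 37 °C | Medium: HEPES-buffered (25 mM, pH 7.4) F12 plus 0.5% BSA | Dosing: Single-point compound dose | Signal: Bottom-read fluorescence, 550/595 nm | Read-out: Retained DiI signal reflecting DiI-HDL uptake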
# CAL PDZ FP-1 – inhibitors of human CAL PDZ peptide binding; purified CAL PDZ, TMR-peptide fluorescence polarization, 1 h; actives 0.02% (n = 330,000); inhibition, % at 20 µM; AID 504414;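 active = highest replicate inhibition of at least 40%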;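 note: plate controls were DMSO neutral control wells for no effect and unlabeled competitor peptide control wells for full effect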
#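 Material – purified CerCALP PDZ construct · Detection – FP readout, S and P plane fluorescence · Measure – percent inhibition from loss of millipolarization · Controls – unlabelled peptide for full inhibition, DMSO wells as neutral · Probe or stimulus – TMR-labelled reporter peptide T*-PRC34 bound in PDZ groove · Times – 1 h at RT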
# CAL PDZ FP-2 – inhibitors of human CAL PDZ peptide binding; Q9HD26; AID 602252; actives 0.92% (n = 300,000); purified CAL PDZ, TMR-peptide fluorescence polarization, 1 h; inhibition, % at 24.9 µM;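 active = mean inhibition of at least 30% with at least half of replicates also reaching 30%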;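 note: 0% = DMSO neutral control and 100% = excess unlabeled competitor peptide PRC23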
# phage Ecoli inh – E. coli growth loss with phage present; growth absorbance; inhibition, % at 11.9 µM; actives 0.26% (n = 360,000); in the data active = inhibition above about 11%
# SR-BI DiI inh – mouse SR-BI HDL lipid transfer inhibition | Q61009 | inhibition, % at 12.5 µM | AID 488896 | ldlA[mSR-BI] CHO cells, DiI-HDL uptake fluorescence, 3 h | actives 0.96% (n = 320,000);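 active = mean replicate inhibition of at least 70% and a set share of replicates each scoring 70 or more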;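 note: 0% = median of neutral control wells and 100% = median of positive control wells; values of inactives mirror those of a sister screen read the other way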
# Target sequence (Q61009 whole entry, looked up): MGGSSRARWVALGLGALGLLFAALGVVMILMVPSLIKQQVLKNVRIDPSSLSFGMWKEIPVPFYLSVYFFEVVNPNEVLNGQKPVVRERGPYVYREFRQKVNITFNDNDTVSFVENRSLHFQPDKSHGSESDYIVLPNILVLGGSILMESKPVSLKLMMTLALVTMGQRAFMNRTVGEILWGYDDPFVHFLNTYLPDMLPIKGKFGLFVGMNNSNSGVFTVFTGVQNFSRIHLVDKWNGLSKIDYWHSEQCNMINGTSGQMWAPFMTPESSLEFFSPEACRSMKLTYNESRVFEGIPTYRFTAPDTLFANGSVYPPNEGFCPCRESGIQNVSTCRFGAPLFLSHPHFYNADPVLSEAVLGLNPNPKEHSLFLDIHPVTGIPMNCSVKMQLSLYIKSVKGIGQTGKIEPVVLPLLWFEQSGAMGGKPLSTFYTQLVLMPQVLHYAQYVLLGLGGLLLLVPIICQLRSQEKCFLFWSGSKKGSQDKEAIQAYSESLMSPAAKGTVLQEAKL
# E coli growth – counter-screen for AddAB inhibitors: E. coli growth inhibition | AID 449728 | E. coli V3065 growth, OD600 absorbance, 18 h | actives 0.27% (n = 330,000) | inhibition, % at 11.9 µM;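 active = inhibition above the campaign's mean inhibition across all tested compounds plus 3 SD, cut at about 9.9% in these data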;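 note: uninfected addAB+ strain grown without phage in ampicillin broth; 0% = DMSO wells and 100% = ciprofloxacin 0.95 µg/ml wells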
# Tat export inh – inhibitors of E. coli Tat protein transport; inhibition, % at 10 µM; E. coli MC4100 TorA-mCherry Tat export, fluorescence; actives 0.036% (n = 340,000); AID 488895;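 active = mean replicate inhibition at least 50% and at least half of replicates individually reaching 50%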;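 note: exported cargo escapes ClpAP degradation while cytoplasmic cargo is degraded and loses fluorescence; 0% = median of neutral control wells and 100% = median of NaSCN control wells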
# AddAB inh – less growth of phage-infected E. coli with AddAB; inhibition, % at 11.9 µM; E. coli expressing H. pylori AddAB, absorbance growth; actives 0.29% (n = 330,000); in the data active = inhibition above about 12%;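 note: 0% = vehicle wells of infected cells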
# Wnt act – activators of Wnt/beta-catenin signaling | Wnt/beta-catenin reporter cell assay, activator, plate reader | activation, % at 9.35 µM | actives 1.2% (n = 300,000) | AID 743398; in the data active = activation above about 30%, passing the limit was not always enough;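 note: 0% = neutral control wells and 100% = positive control wells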
# MITF TRPM1 HTS – MITF TRPM1 promoter activation in melanoma cells | SK-MEL-5 TRPM1-promoter luciferase, 24 h; % of positive control, neutral wells = 0 | activation, % at 12.5 µM | actives 0.75% (n = 300,000) | AID 588334;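 active = mean activation of at least 80% with every replicate also reaching 80%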;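 note: 0% = neutral control wells and 100% = parthenolide positive control wells; values of inactives mirror those of a sister screen read the other way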
# The depositor's hits bear a star; / = no result given.
mol,SR-BI DiI-HDL act,CAL PDZ FP-1,CAL PDZ FP-2,phage Ecoli inh,SR-BI DiI inh,E coli growth,Tat export inh,AddAB inh,Wnt act,MITF TRPM1 HTS
CCCCCCCCc1nc(SCC(C)=O)n[nH]1,8,-0.5,-3,0.4,-8,1.0,4,-1.9,4,/
COc1ccc(-c2nnc3ccc(SC(C(C)=O)C(C)=O)nn23)cc1OC,49,-3.2,-5,-2.2,-49,-0.7,-9,-0.1,4,-1
CCN1CCN(S(=O)(=O)c2ccc(Cl)c(C(=O)N(CC(C)C)C3CCS(=O)(=O)C3)c2)CC1 (stereo not drawn),17,-2.8,/,1.7,-17,/,-7,/,-1,9
O=C1CC2(CCN(C(=O)COc3ccc(Cl)cc3)CC2)Oc2ccccc21,-14,-2.5,-4,-0.1,14,1.2,12,5.3,-5,8
CCOC(=O)NNc1ccccc1,/,-1.8,-3,3.5,/,1.7,5,0.4,0,-6
COc1ccc(C(=O)Nc2ccccc2NC(=O)c2ccco2)c(OC)c1,2,-0.9,6,3.0,-2,-1.2,-4,0.1,-4,-1
O=C(NC(=S)N1CCN(Cc2ccc3c(c2)OCO3)CC1)c1ccc(Cl)cc1,-30,-3.1,-22,-3.0,30,-3.2,0,0.2,-2,-12
CCOc1nc(-c2ccccc2)ccc1-c1noc(-c2ccc(OC)c(OC)c2)n1,/,-0.2,-2,-0.5,/,/,0,/,0,16
COC(=O)C1=C[C@@H](C(=O)OC)[C@@H]2C3=C(C(=O)[C@]2(CC(C)C)NC(=O)c2ccccc2)[C@H](C)n2c(=O)n(-c4ccccc4)c(=O)n2[C@@H]3C1,32,1.1,-1,-3.2,-32,0.2,1,0.6,-2,11
CN(C)C(=O)Cn1c(SCC(=O)NC2CCCCC2)nc2ccccc21,19,-2.2,1,2.0,-19,-1.4,-5,0.7,/,3
Cc1ccccc1Nc1scc(-c2ccc(Cl)cc2)[n+]1-c1ccccc1C,-16,-2.0,-7,0.9,16,/,-1,/,-7,-4
COc1ccc(-c2nc3cc(C)ccn3c2NCC2CCCO2)cc1OC (stereo not drawn),28,-1.3,0,0.5,-28,0.1,5,-1.7,-4,8
COc1ccc(-n2nnnc2/C=C\Nc2ccccc2C(=O)c2ccccc2)cc1,-41,0.2,-4,3.6,41,0.0,3,2.2,2,-25
c1ccc(CNc2ncnc3sc4c(c23)CCC4)nc1,4,-0.1,-2,1.8,-4,0.0,-3,3.6,/,-8
Nc1c(C=C2C=CC(=O)C=C2)c(=O)nc2sc(CC(=O)N3CCOCC3)nn12,11,-0.6,-1,1.1,-11,-2.1,-5,4.7,2,2
CCC(C)(C)NC(=O)CN(C(=O)CNS(=O)(=O)c1ccccc1)c1ccc2c(c1)OCCO2,/,-0.9,-4,1.0,/,-3.6,27,-1.4,1,-6
Cc1ccc(OCC(=O)NNC(=O)CSc2nnc(-c3ccc(C)cc3)n2C)cc1,-4,0.1,-4,0.6,4,-1.2,-3,3.1,1,5
NNC(=O)Cn1c(-c2ccccc2)cc2ccccc21,-3,-0.5,-1,2.5,3,-1.7,4,3.3,4,/
CCc1ccc(NC(=O)C(C)OC(=O)CCC(=O)c2cccs2)cc1 (stereo not drawn),-1,-1.7,-7,1.9,1,-0.1,-1,6.1,/,6
Cc1ccnc(NS(=O)(=O)c2ccc(NC(=O)C34CC5CC(CC(C5)C3)C4)cc2)n1,9,-0.3,26,2.0,-9,0.9,0,0.1,8,/
Cc1ccc(C)c(NC(=S)N/N=C2\CCc3ccccc32)c1,/,-2.8,-2,1.1,/,-0.6,-2,0.3,2,4
CC(=O)N1c2c(cc(Br)cc2S(=O)(=O)NCC2COc3ccccc3O2)CC1C (stereo not drawn),0,-1.1,-2,1.7,0,-1.1,-3,0.0,-2,-3
CCOC(=O)C1=C(COC(=O)Cc2ccc(Cl)cc2)NC(=O)NC1C (stereo not drawn),-3,-0.9,1,6.9,3,0.7,0,2.8,-3,7
Cc1cc(-c2cccs2)n[nH]1,13,-0.1,0,2.2,-13,0.3,2,1.7,/,5
COC(=O)[C@H](CCSC)NC(=O)NCc1ccccc1F,8,-2.3,/,0.6,-8,-4.0,-9,-0.9,/,1
CCOC(=O)C(NC(=O)N1CCCCC1)(c1ccccc1)C(F)(F)F (stereo not drawn),21,0.1,-2,0.3,-21,-2.5,4,-0.2,/,3
O=C1N(CCCl)c2ccc(Br)cc2C12OCCO2,-15,-1.0,-2,0.2,15,0.2,2,1.3,-1,-7
c1ccc2c(SCc3cn4cccnc4n3)ncnc2c1,2,/,-2,3.0,-2,1.0,2,-0.3,/,13
Nc1nc2ccccc2n1CCOc1ccc(Br)cc1,20,-1.4,-20,6.3,-20,5.3,13,6.5,0,/
COc1cccc(NC(=S)N2CCC(NC(=O)c3ccco3)CC2)c1,/,-2.2,-4,2.0,/,1.7,-4,3.1,2,-2

# A draw from above in order of count of non-hydrogen atoms, ascending:
mol,SR-BI DiI-HDL act,CAL PDZ FP-1,CAL PDZ FP-2,phage Ecoli inh,SR-BI DiI inh,E coli growth,Tat export inh,AddAB inh,Wnt act,MITF TRPM1 HTS
CCOC(=O)C1=C(COC(=O)Cc2ccc(Cl)cc2)NC(=O)NC1C (stereo not drawn),-3,-0.9,1,6.9,3,0.7,0,2.8,-3,7
Nc1c(C=C2C=CC(=O)C=C2)c(=O)nc2sc(CC(=O)N3CCOCC3)nn12,11,-0.6,-1,1.1,-11,-2.1,-5,4.7,2,2
CC(=O)N1c2c(cc(Br)cc2S(=O)(=O)NCC2COc3ccccc3O2)CC1C (stereo not drawn),0,-1.1,-2,1.7,0,-1.1,-3,0.0,-2,-3

# Other structures follow:
mol,SR-BI DiI-HDL act,CAL PDZ FP-1,CAL PDZ FP-2,phage Ecoli inh,SR-BI DiI inh,E coli growth,Tat export inh,AddAB inh,Wnt act,MITF TRPM1 HTS
Cc1cc(NC(=O)c2cn(C3CCCCC3)c(=O)c3c2c2ccccc2n3C)no1,-58,-1.0,/,0.2,58,-0.1,-4,-1.2,-3,2
Cc1cccc(-n2c(SCC(=O)O)nc3sc4c(c3c2=O)CCCC4)c1,13,-0.2,/,0.5,-13,1.3,-7,2.0,-1,-3
Cc1cc(S(=O)(=O)N2CCOCC2)ccc1OCC(=O)N1CCOCC1,/,-1.7,-5,0.4,/,-0.8,-12,-0.4,0,4
COC(=O)c1cc(-c2cccc(OC)c2)c2c(=O)[nH]c(=O)n(C)c2n1,/,-2.0,-6,1.6,/,2.5,0,0.7,4,8
O=C(O)c1ccccc1C(=O)NCc1cccnc1,-11,-0.5,-1,0.9,11,-1.8,7,0.8,/,-3
CC1=CC(c2ccccc2)n2nc(NC(=O)CCC(=O)O)nc2N1 (stereo not drawn),5,-0.6,-2,-0.1,-5,-0.3,3,-1.5,0,-1
Cc1cc(C)c(C)c(S(=O)(=O)N2CCN(CC(=O)Nc3sccc3C#N)CC2)c1C,-32,-0.8,/,1.0,32,0.9,6,-0.1,-3,1
CC(C)OC(=O)c1cc(NC(=S)Nc2ccc([N+](=O)[O-])cc2)cc(C(=O)OC(C)C)c1,-57,-1.5,-1,2.8,57,3.5,1,4.5,/,-25
O=C(CCS(=O)(=O)c1ccc(Cl)cc1)Nc1nc(-c2cccnc2)cs1,12,-0.6,/,2.5,-12,-0.8,-4,4.0,-2,-23
O=C(NC1CCCCC1)C(=S)NCCc1ccccc1,1,-1.7,43*,1.4,-1,-1.1,3,-0.5,6,63
O=[N+]([O-])c1ccc2oc(-c3cccc(O)c3)nc2c1,-11,8.5,-5,-2.7,11,0.4,4,1.5,14,36
CNC(=S)Nc1ccc(N2CCCC2)c(S(=O)(=O)Nc2ccc(OC)cc2)c1,-12,1.2,-3,0.9,12,1.0,-9,-0.4,2,-9
O=C(Nc1ccccc1)Nc1ccc2ocnc2c1,8,-1.2,6,3.2,-8,0.6,-3,-2.7,-1,3
CCOc1ccc(-c2csc(NNC3=NCCCCC3)n2)cc1,-11,1.1,/,5.3,11,-2.8,0,-1.3,4,3
Cc1cc(S(=O)(=O)NCC(C)C)ccc1OCC(=O)NC1CC1,6,0.0,-19,3.1,-6,-0.2,-3,-1.1,0,10
Fc1cccc(CNC2CCN(CCc3ccccc3)CC2)c1,-2,/,2,3.5,2,/,-8,/,-3,-3
O=C1C2C3C=CC([C@@H]2C(=O)N1C1CCCCC1)[C@H]1C(=O)N(C2CCCCC2)C(=O)C31 (stereo partly drawn),-9,-2.7,-1,3.2,9,0.4,-8,-0.2,-1,-1
Oc1ccc(-c2csc(-c3ccccc3)n2)cc1O,-1,-2.4,-9,3.7,1,-1.2,1,0.3,7,6
O=C(CN1CCOCC1)NCc1cc([N+](=O)[O-])ccc1O,9,0.0,1,2.7,-9,1.3,-7,2.0,-1,0
Cc1sc2ncnc(N3CCC(C(=O)N(C)CC(=O)Nc4ccc(Cl)c(C(F)(F)F)c4)CC3)c2c1C,-60,-2.2,-4,3.7,60,-0.8,4,-0.4,-7,-7
CC(=O)c1ccc(NC(=O)COC(=O)c2ccc(F)cc2F)cc1,1,-0.6,5,0.3,-1,1.3,-7,3.0,0,5

# Of the compounds above, these have an aryl methoxy group.
mol,SR-BI DiI-HDL act,CAL PDZ FP-1,CAL PDZ FP-2,phage Ecoli inh,SR-BI DiI inh,E coli growth,Tat export inh,AddAB inh,Wnt act,MITF TRPM1 HTS
COc1ccc(-c2nnc3ccc(SC(C(C)=O)C(C)=O)nn23)cc1OC,49,-3.2,-5,-2.2,-49,-0.7,-9,-0.1,4,-1
COc1ccc(C(=O)Nc2ccccc2NC(=O)c2ccco2)c(OC)c1,2,-0.9,6,3.0,-2,-1.2,-4,0.1,-4,-1
CCOc1nc(-c2ccccc2)ccc1-c1noc(-c2ccc(OC)c(OC)c2)n1,/,-0.2,-2,-0.5,/,/,0,/,0,16
COc1ccc(-c2nc3cc(C)ccn3c2NCC2CCCO2)cc1OC (stereo not drawn),28,-1.3,0,0.5,-28,0.1,5,-1.7,-4,8
COc1ccc(-n2nnnc2/C=C\Nc2ccccc2C(=O)c2ccccc2)cc1,-41,0.2,-4,3.6,41,0.0,3,2.2,2,-25
COc1cccc(NC(=S)N2CCC(NC(=O)c3ccco3)CC2)c1,/,-2.2,-4,2.0,/,1.7,-4,3.1,2,-2
COC(=O)c1cc(-c2cccc(OC)c2)c2c(=O)[nH]c(=O)n(C)c2n1,/,-2.0,-6,1.6,/,2.5,0,0.7,4,8
CNC(=S)Nc1ccc(N2CCCC2)c(S(=O)(=O)Nc2ccc(OC)cc2)c1,-12,1.2,-3,0.9,12,1.0,-9,-0.4,2,-9

# Screening results deposited in PubChem BioAssay by several laboratories.
